Ba/F3 V617F tox: reduced viability of JAK2V617F-dependent Ba/F3 cells, primary screen, JAK2V617F inhibitor project, cell-based, Ba/F3 EpoR-JAK2V617F, luminescence; ATP luminescence; inhibition, % at 5.6 µM; 220,000 compounds, 1.1% hits;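 active means inhibition above the campaign mean plus 3 SD over all tested compounds, cut at about 24% in these data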;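 further: cytokine-independent growth of Ba/F3 cells driven by EpoR plus mutant JAK2; 0% = DMSO-treated cells and 100% = JAK inhibitor I control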
NPY-Y1 PAM-ag: NPY-Y1 receptor potentiators or agonists, primary screen, cell-based. Neuropeptide Y receptor type 1 (Homo sapiens), P25929. NPY-Y1 expressing cells, potentiator/agonist activation. activation, % at 3.6 µM. 220,000 compounds, 0.37% hits. AID 1304, 2008; in the data active means activation above about 33%, passing the limit was not always enough;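 further: cells stimulated with NPY at EC10 then isoproterenol at EC100; 0% = low agonist plus stimulus and 100% = saturating agonist plus stimulus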
CHOP inhibitor: inhibitors of CHOP promoter induction, primary screen, cell-based, unfolded protein response, luciferase reporter | CHO-K1 CHOP-promoter luciferase, tunicamycin-induced, 15-18 h | inhibition, % at 10 µM | 220,000 compounds, 3.8% hits;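 active means compounds that reduced the stress-induced luciferase reporter signal by more than about 70% of percent inhibition, limit read from the data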;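 further: 0% = tunicamycin plus vehicle and 100% = wells without tunicamycin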
S1P4 antag: S1P4 receptor antagonists, primary screen, cell-based; 220,000 compounds, 0.26% hits; Sphingosine 1-phosphate receptor 4 (Homo sapiens), O95977; inhibition, % at 4.98 µM; S1P4-expressing cells, antagonist mode, reporter read-out; AID 1510, 2009; in the data active means inhibition above about 29%;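 further: 0% = wells stimulated with agonist and 100% = vehicle wells without agonist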
S1P4 ag: S1P4 receptor agonists, primary screen, cell-based | S1P4-expressing cell line, agonist reporter assay | 220,000 compounds, 0.35% hits | activation, % at 4.98 µM; in the data active means activation above about 11%;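 further: 0% = DMSO vehicle and 100% = reference agonist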
NCF1 inh: p47phox/p22phox peptide binding inhibitors, primary screen, biochemical, uHTS, NADPH oxidase regulatory subunit | fluorescence polarization, 2 h | 220,000 compounds, 0.53% hits | inhibition, % at 24.7 µM | Neutrophil cytosol factor 1 (Homo sapiens), P14598;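 active means inhibition above about 30%, limit read from the data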;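 further: 0% = p47phox with labelled peptide and 100% = labelled peptide alone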
BaF3 tox: parental Ba/F3 cell viability inhibition, counter-screen for JAK2V617F inhibitor project, murine pro-B, CellTiter-Glo luminescence; AID 1486, 2009; inhibition, % at 5.6 µM; 220,000 compounds, 1.1% hits; CellTiter-Glo ATP luminescence;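 active means inhibition above a per-campaign cutoff, the mean inhibition of all tested compounds plus 3 SD, cut at about 27% in these data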;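 further: 0% = DMSO wells and 100% = JAK Inhibitor I control wells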
NPY-Y2 PAM-ag: NPY-Y2 potentiators or agonists, primary screen, cell-based | Neuropeptide Y receptor type 2 (Homo sapiens), P49146 | cells expressing NPY-Y2, potentiator/agonist read-out | activation, % at 3.6 µM | 220,000 compounds, 0.45% hits | AID 1359, 2008; in the data active means activation above about 27%;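 further: cells stimulated with NPY near EC25 plus isoproterenol at EC100; 0% = vehicle plus submaximal agonist and 100% = vehicle plus saturating agonist; some results beyond the cut were filed as inactive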
NPY Y1 blocker: NPY-Y1 receptor antagonists, primary screen, cell-based. Neuropeptide Y receptor type 1 (Homo sapiens), P25929. HEK293-CNG Y1 cells, membrane potential fluorescence; NPY at EC95, then isoproterenol. inhibition, % at 3.6 µM. 200,000 compounds, 1% hits. AID 1040, 2008;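 active means inhibition above the campaign mean inhibition of all tested compounds plus 3 SD, cut at about 20% in these data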;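 further: 0% = DMSO wells given NPY plus isoproterenol and 100% = isoproterenol alone without NPY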
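Material: HEK293 Y1/CNG channel cell line | Also added: NPY (25 nM), isoproterenol (1 µM), Ro 20-1724 (25 µM) | Compound: One concentration, 3.6 µM, in 0.4% DMSO | Schedule: 3 h dye uptake, 1 h room-temperature compound, 45 min post-isoproterenol | Signal: Membrane-potential fluorescent dye readout | Read-out: % inhibition of NPY effect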
Starred values were filed as active, the others as inactive; nt = no result given.

SMILES	Ba/F3 V617F tox	NPY-Y1 PAM-ag	CHOP inhibitor	S1P4 antag	S1P4 ag	NCF1 inh	BaF3 tox	NPY-Y2 PAM-ag	NPY Y1 blocker
Cc1ccc(S(=O)(=O)Nc2ccc(N3CCCCC3)cc2)cc1	-6	-8	52	-3	-3.0	-8	2	11	5
CC(=O)/C(=N\Nc1ccccc1Cl)Sc1nnc(-c2ccccc2)n1-c1ccccc1	3	-4	45	-16	-1.1	20	4	-1	5
CCCCOC(=O)CSc1nc(N)c(C#N)c(-c2ccc(OC)cc2)c1C#N	-4	3	50	-12	0.4	-40	0	5	-3
CC(C)CC(OC(=O)c1nsc(Cl)c1Cl)C(=O)NCc1cccs1 (stereo not given)	0	1	16	-13	-0.1	8	3	-25	4
Cc1cc(C)nc(N/N=C/c2ccco2)n1	2	-12	16	5	2.0	-16	6	-11	-4
Cc1c(-n2c(SCC(N)=O)nc3ccccc3c2=O)c(=O)n(-c2ccccc2)n1C	4	10	-10	-17	2.0	-9	1	-4	-2
Cc1oc(-c2ccc3c(c2)OCCO3)cc1C(=O)NC(CCC(=O)O)C(=O)O (stereo not given)	3	0	-5	-3	0.6	2	4	-10	-3
CCN(CC)S(=O)(=O)c1ccc(Cl)c(NC(=O)COC(=O)c2cccn2C)c1	5	-4	5	-13	1.2	-4	7	15	10
O=C1c2cccc3cccc(c23)C(=O)N1CCCSc1ncn[nH]1	0	5	-15	0	2.7	-3	8	-4	2
CCOC(=O)Cn1c(C(C)=O)nc2ccccc21	-1	5	21	-3	1.4	-10	-1	1	1
CCN/N=C(\Cc1nc2ccccc2[nH]1)c1ccccc1	-2	0	19	-12	-0.1	-6	3	6	-4
OCCOc1ccc(C2=NCCO2)cc1	-4	-5	-2	-6	2.6	0	0	-6	7
CO/N=C(\c1nonc1N)N1CCN(c2ccc([N+](=O)[O-])cc2Cl)CC1	-3	-11	73*	-6	1.1	-6	2	10	14
CC(=O)Nc1sc(C)c(C)c1CN1CCN(S(=O)(=O)c2ccccc2)CC1	-1	8	34	-9	-0.5	-1	3	6	-2
CCCNc1nc(OCC(F)(F)F)nc(OCC(F)(F)F)n1	1	7	16	13	-0.8	-3	5	3	-1
COc1ccc(OC)c2sc(NC(=O)CCSc3ccccc3)nc12	-2	11	16	-5	-1.1	-11	2	-11	0
Cc1nc2nc[nH]n2c(=O)c1CCOC(=O)c1c(F)cccc1F	3	0	-8	5	0.7	-2	5	1	-2
COc1cccc(/C=C/C(=O)c2c(O)cc(C)oc2=O)c1O	0	6	47	2	1.8	-13	5	-23	4
CCC(=O)NNc1nc2c(C)c(C)ccc2s1	1	5	12	-4	0.9	2	1	0	-3
Cc1ccc2cc(CCNC(=O)c3ccc4c(c3)OCO4)c(=O)[nH]c2c1	-1	-15	21	-10	0.9	-12	1	4	5
Cc1ccc(S(=O)(=O)N2CCC(C(=O)NC3CCCCCC3)CC2)cc1	-1	13	48	-10	0.2	17	4	-7	1
Cc1ccc2c(COC(=O)C34CC5CC(CC(C5)C3)C4)cc(=O)oc2c1	-3	15	54	9	-0.9	-2	1	14	-4
CN(C)CCNc1nc2c(c(=O)[nH]c(=O)n2C)n1CC(O)COc1ccc(Cl)cc1Cl (stereo not given)	3	-3	-7	-3	2.1	1	3	8	-8
CCCCN(CC)C(=O)c1cccc(Cl)c1	-1	9	39	-6	0.4	-5	-2	-10	1
CCOc1ccc(/C=N/NC(=O)c2cc(-c3cccn3C)n[nH]2)cc1	7	-19	1	-10	1.5	2	11	-5	0
CC(C)(C)OC(=O)NC(Cc1ccccc1)C(=O)O (stereo not given)	2	-5	-8	10	-0.8	-6	-1	2	nt
CCC(=O)Nc1ccc(C(=O)CSc2nc3ccc(C)cc3[nH]2)cc1	-2	-11	11	-13	2.6	-22	0	-8	2
CCOC(=O)Nc1ccc2c(c1)N(C(=O)N1CCN(C)CC1)c1ccccc1CC2	-1	-3	4	-9	0.0	-2	-2	5	9
Cc1ccc(C)c(NC(=S)N2CCC(c3nc4ccccc4s3)CC2)c1	-4	-17	18	-5	-1.7	-6	1	9	9
c1ccc(CCc2nc(-c3ccc(-n4cccc4)cc3)no2)cc1	4	-40	62	-28	1.3	-6	2	-19	4
COc1ccc(-c2nc(N)n(C(=O)c3ccccc3Cl)n2)cc1	3	-3	26	-24	3.9	-9	8	-1	-2
Cc1ccc(N(CC(=O)NCc2ccncc2)S(C)(=O)=O)cc1Cl	3	-5	13	-1	-1.1	-8	-1	-2	5
Nc1cc(C(F)(F)F)ccc1Nc1ccccc1	4	8	54	2	-0.1	-14	7	-20	-5
CCN(c1ccccc1)S(=O)(=O)c1ccc2[nH]cc(C(=O)NCCOC)c(=O)c2c1	1	19	-31	-2	-0.4	0	2	4	-7
O=C(Nc1cccc(-c2nnn(CC(=O)N3CCc4ccccc4C3)n2)c1)C1CCC1	0	-7	16	-4	-0.2	-11	4	-5	0
O=C1Nc2ccc(F)cc2C12Nc1ccccc1-c1nnc(SCc3ccccc3)nc1O2 (stereo not given)	-4	0	11	-5	0.9	14	-1	-1	0
CN(C(=O)c1ccc(Cl)c(S(=O)(=O)N2CCOCC2)c1)c1ccccc1C(=O)O	-3	7	6	-10	0.6	2	0	2	-4
COc1cc2[nH]c(=S)n(CCCN3CCOCC3)c(=O)c2cc1OC	2	-11	-7	-6	-0.8	-1	5	-5	6
CCC(C)Sc1nc(C)nc2c1c(=O)n(C)c(=O)n2C (stereo not given)	-2	-10	82*	-16	-1.6	7	4	-7	1
CCc1ccc(NC(=O)c2ccc3ncsc3c2)cc1	0	28	-24	12	0.2	-14	3	15	4
CCOC(=O)c1c(CN(CC)CC)n(C)c2cc(Br)c(O)cc12	-4	-2	20	-21	3.0	-3	-2	-1	nt
CC(C)n1c(=O)[nH]c2ccccc21	5	-14	2	2	0.4	-4	10	-11	2
CCOC(=O)/C(C#N)=C/c1ccc(-c2ccsc2C(=O)OC)o1	-2	16	74*	-25	3.7	-83	4	1	5
CC(c1ccccc1)C1CC(=O)N(CC(=O)O)C1=O (stereo not given)	0	-13	3	7	2.6	3	1	5	-1
O=c1[nH]c(CN2CCN(c3ccc(O)cc3)CC2)nc2scc(-c3ccc(Cl)cc3)c12	4	23	45	-14	3.1	-88	9	2	-2
CC(C)(C)c1cc(Cl)c(O)c(NC(=S)NC(=O)c2cccnc2)c1	2	16	73*	-29	1.8	-27	10	0	-2
COCCNC(=O)c1csc2c1CCCC2	-3	-7	9	-21	1.6	-1	4	13	2
CC1=[N+](C)N(c2ccccc2)C(=O)C1N=Cc1c(Cl)cccc1Cl (stereo not given)	-1	0	-26	-1	0.4	-41	7	13	5
CSCCC(N=CC1=C(O)CC(C)(C)CC1=O)C(=O)O (stereo not given)	-1	20	-3	-8	-1.3	-3	3	-3	1
COc1cc2c(cc1OC)C(C)N(C(=O)Cn1ncc3c1-c1cc(C)ccc1OC3)CC2 (stereo not given)	-2	2	9	-12	-0.5	-17	6	5	5
CC(C)C[C@H](NC(=O)OC(C)(C)C)C(=O)N1CCC(C(=O)O)CC1	-3	5	13	-18	0.7	-3	0	2	0
COc1ccc(OCC(=O)Nc2ccc(S(=O)(=O)N3CCOCC3)cc2)cc1	0	11	6	-8	0.3	0	4	4	-4
CCOc1cc(C2C(C(=O)OC)=CN(C3CCCC3)C=C2C(=O)OC)cc(Br)c1O	3	-8	-44	3	0.5	-2	3	-21	13
COCCNC(=S)N1CCN(c2cccc(C(F)(F)F)c2)CC1	-4	22	23	4	-0.9	-3	6	10	1
S=c1nc(-c2ccccc2Cl)n(Cc2cccnc2)c2c1CCCC2	-3	-5	-19	-23	1.3	5	1	1	1
CCOC(=O)c1cnc(-n2nc(C)cc2C)nc1NNc1nc(C)cc(C)n1	-5	16	5	-11	-0.1	2	2	6	nt
Cn1c(Cn2c(C(F)(F)F)nc3ccccc32)nc2ccccc21	-1	-11	11	-8	-2.8	-10	2	-1	1
Cc1nc(N)sc1-c1csc(Nc2ncccn2)n1	-1	2	103*	-22	0.3	28	-1	10	0
COc1ccc(-c2ccc(C(=O)O)c(=O)[nH]2)cc1	1	-8	25	-1	1.3	1	8	6	-3
COc1cccc(OCCOc2cccc(/C=N/n3cnnc3)c2)c1	4	-3	-3	-20	-0.5	-13	4	3	0

Next section:
SMILES	Ba/F3 V617F tox	NPY-Y1 PAM-ag	CHOP inhibitor	S1P4 antag	S1P4 ag	NCF1 inh	BaF3 tox	NPY-Y2 PAM-ag	NPY Y1 blocker
Cc1nn2cc(-c3ccc(Cl)cc3)nc2s1	-6	8	34	-5	3.1	-3	-2	10	-9
CC(=O)c1ccc(O)c(CO)c1	-5	16	4	-8	3.1	-7	-2	1	-10
CCOC(=O)c1ccc(NC(=O)CSc2nnc(C)n2-c2ccccc2)cc1	-5	-8	-20	-1	-0.2	-5	3	-4	-3
CCNC(=O)c1sc(-c2ccccc2)nc1C	-4	6	5	-11	1.2	-13	2	-15	-4
Cc1cccc(/C=N/n2c(C)cc(C)c(C#N)c2=O)c1	-3	-8	3	-4	0.7	-4	0	14	6
CCN(CC)C(=O)CSc1nc2ccccc2c(=O)[nH]1	-3	7	11	-15	1.3	-6	1	-9	-2
CC(C)(CNS(=O)(=O)c1ccc(F)cc1)CNS(=O)(=O)c1ccc(F)cc1	0	-5	50	8	0.5	-13	6	-1	0
CCCn1c(CCC(=O)O)nc2cc(S(=O)(=O)N3CCCC3)ccc21	0	10	12	-7	0.7	-93	-10	-18	nt
Cc1sc2ncn(-n3c(C)ccc3C)c(=O)c2c1C	-2	-22	27	-15	-0.8	-8	1	-13	-2

Source: PubChem (several laboratories)
